Akt phos inh – inhibitors of Akt phosphorylation; Neuro2A IGF-stimulated pAkt S473 HTRF, 20 min; stronger effect = lower value; activity change, % for hits at 50 µM; 360,000 tested, 0.32% active; AID 651550; in the data active = activity change below about -80%; inconclusive = mostly about -51% to -80%; also: % is scaled to controls: 0 for no effect and ±100 for the full control effect
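Neuro2A cells in DMEM with 0.5% FBS, overnight at 37 deg C, given compound at single 50 µM final, then IGF (6 nM final) for 20 min at 37 deg C. Lysed; phospho-Akt Ser473 by HTRF after 24 h, 665/615 ratio.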
MmCpn inh – M. maripaludis TRiC chaperonin inhibition. AID 504842. Potency, µM (titrated, usually from 76.9 µM), inactives show at the highest dose activity, negative = inhibition, hits mostly inhibitors. 330,000 tested, 0.031% active. purified Mm-Cpn ATPase, ADP Transcreener TR-FRET; also: potency is read from the fitted curve at half-maximal effect; % is scaled to controls: 0 for no effect and ±100 for the full control effect; nearly all actives have a fitted effect of over 80% in size
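ATP (10 uM final) was added to archaeal chaperonin (25 nM final) after 10 min exposure to test compound at 37°C; after 30 min further incubation, ADP was detected by competitive TR-FRET.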
GLP-1R inv ag – GLP-1 receptor (human) inverse agonism | P43220 | HEK293 GLP-1R CRE-luciferase, luminescence, 24 h; GLP-1R form is constitutively active | Potency, µM (top dose mostly 38.3 µM), inactives show top-dose activity change, negative = inhibition, hits mostly inhibitors | 410,000 tested, 1.6% active; also: potency is read from the fitted curve at half-maximal effect; % is scaled to controls: 0 for no effect and ±100 for the full control effect; nearly all actives have a fitted effect of over 55% in size
Target sequence (P43220 whole entry, looked up): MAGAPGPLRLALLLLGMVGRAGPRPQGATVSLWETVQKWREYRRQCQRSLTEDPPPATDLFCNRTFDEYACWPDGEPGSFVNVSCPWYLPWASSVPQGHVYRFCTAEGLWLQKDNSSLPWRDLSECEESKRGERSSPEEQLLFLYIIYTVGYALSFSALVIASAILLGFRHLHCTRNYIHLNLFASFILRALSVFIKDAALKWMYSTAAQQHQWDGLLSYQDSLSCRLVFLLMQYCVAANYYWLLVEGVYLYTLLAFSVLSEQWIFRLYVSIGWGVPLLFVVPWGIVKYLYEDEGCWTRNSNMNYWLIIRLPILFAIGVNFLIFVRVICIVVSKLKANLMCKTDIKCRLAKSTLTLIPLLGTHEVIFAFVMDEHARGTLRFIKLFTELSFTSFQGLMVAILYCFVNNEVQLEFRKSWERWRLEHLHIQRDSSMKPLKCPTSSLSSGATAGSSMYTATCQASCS
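Seeding at 200 cells/uL, 12 h culture, 24 hr compound treatment, then luciferase reagent and a luminescence read; cells are HEK293 stably expressing a constitutively active GLP-1R plus cAMP-responsive luciferase.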
aSyn rescue – rescues yeast growth from alpha-synuclein toxicity | Yeast expressing alpha-synuclein, growth rescue, BacTiter-Glo, 24 h | Potency, µM (titrated, usually from 46.1 µM), for inactives: top-dose growth rescue (activation), most hits filed as activators | 370,000 tested, 0.14% active; also: potency is read from the fitted curve at half-maximal effect; % of control where 0% means no effect; nearly all actives have a fitted effect of over 65% in size
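Screening used galactose-induced yeast with toxic alpha-synuclein levels, exposed to compound for 24 hr at 30 deg C. Cell growth, read with BacTiter-Glo luminescence, gave the measured signal.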
HEK293 tox – cytotoxicity in counter-screen for GLP-1R inverse agonists; AID 624418; HEK293 cAMP-luciferase reporter cells, luminescence, 24 h; 410,000 tested, 0.13% active; Potency, µM (titrated, usually from 38.3 µM), for the others: at the top dose activity change, negative = inhibition, most hits filed as inhibitors;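 also: loss of luciferase light is scored as toxicity; potency is read from the fitted curve at half-maximal effect; % is scaled to controls: 0 for no effect and ±100 for the full control effect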
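1536-well qHTS counterscreen of the MLSMR; 200 cells/uL, 12 h pre-incubation, 23 nL cpd, 24 h at 37 deg C 5% CO2, luciferase detection reagent, 12 min RT, luminescence. Inhibition = undesired.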
TDP43 rescue – rescues yeast growth from TDP-43 toxicity | Potency, µM (doses to about 46.1 µM), inactives show at the top dose growth rescue (activation), most hits filed as activators | TDP-43 expressing yeast growth rescue, BacTiter-Glo, 24 h | 410,000 tested, 1.8% active; also: potency is read from the fitted curve at half-maximal effect; % of control where 0% means no effect; nearly all actives have a fitted effect of over 50% in size
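Readout is BacTiter-Glo luminescence of cell growth, so inhibitors register as activators. TDP-43-expressing yeast at OD600=0.02 in galactose medium, after raffinose pregrowth to mid-log, were incubated with compound for 24 hr at 30 deg C.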
FUS yeast rescue – rescues growth of FUS-expressing yeast; S. cerevisiae FUS-expressing, growth rescue, OD600, 24 h; Potency, µM (highest dose often 76.6 µM), without a hit: top-dose growth rescue (activation), usual class: activators; 390,000 tested, 0.24% active; AID 1347120;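 also: potency is read from the fitted curve at half-maximal effect; plate controls were DMSO vehicle for no effect and reference control for full effect; nearly all actives have a fitted effect of over 55% in size; some results filed as inactive show a strong effect at the top dose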
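Galactose (2%) drives FUS expression in yeast precultured in raffinose; seeding density OD 0.005. Test compounds incubated 24hr at 30C and 99% humidity before absorbance at 600 nm was measured.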
Abeta rescue – A-beta toxicity reversal in yeast; AID 1347071; Potency, µM (doses to about 46.1 µM), inactives show at the top dose growth rescue, usual class: activators; 410,000 tested, 0.063% active; yeast expressing A-beta42, growth rescue, OD600, 48 h; response scale: 0% DMSO, 100% iron-clioquinol control; also: potency is read from the fitted curve at half-maximal effect; nearly all actives have a fitted effect of over 55% in size
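Yeast growth medium received pinned compounds, then yeast cells expressing toxic A-beta were added; plates incubated at 30 C for 48 hr. Growth read as absorbance at 600 nm, normalized to DMSO and equimolar FeCl3 plus clioquinol controls.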
PTHR1 agonist – activates the human parathyroid hormone receptor PTHR1; Q03431; HEK293 GP2 PTHR1 cells, GloSensor cAMP luminescence, 1 h; Potency, µM (titrated, usually from 115 µM), without a hit: top-dose activation, actives largely listed as activators; 410,000 tested, 0.075% active; AID 743266; also: potency is read from the fitted curve at half-maximal effect; nearly all actives have a fitted effect of over 55% in size; some results filed as inactive show a strong effect at the top dose; inactives centre near -15; many of its hits are not listed in these tables
Target sequence (Q03431 whole entry, looked up): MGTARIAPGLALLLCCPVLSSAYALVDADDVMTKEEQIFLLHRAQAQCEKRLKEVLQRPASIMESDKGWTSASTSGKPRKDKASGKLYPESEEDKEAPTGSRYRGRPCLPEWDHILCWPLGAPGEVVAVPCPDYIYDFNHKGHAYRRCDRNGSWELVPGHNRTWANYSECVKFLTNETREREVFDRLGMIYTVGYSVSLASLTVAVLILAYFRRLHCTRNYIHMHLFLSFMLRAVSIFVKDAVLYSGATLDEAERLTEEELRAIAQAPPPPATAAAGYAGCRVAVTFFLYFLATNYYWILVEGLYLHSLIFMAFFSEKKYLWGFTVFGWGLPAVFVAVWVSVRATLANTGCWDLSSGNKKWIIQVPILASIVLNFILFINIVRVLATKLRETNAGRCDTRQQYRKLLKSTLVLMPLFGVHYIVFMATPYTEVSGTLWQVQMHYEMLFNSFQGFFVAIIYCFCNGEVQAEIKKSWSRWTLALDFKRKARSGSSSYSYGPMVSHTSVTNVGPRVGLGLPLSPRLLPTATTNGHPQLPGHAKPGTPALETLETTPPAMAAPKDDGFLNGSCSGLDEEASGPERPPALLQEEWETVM
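HEK-293-derived GP2 cells expressing PTHR1 and a GloSensor cAMP reporter, 3,000/well, plated overnight, given luciferin plus IBMX (each 0.5 mM as added) for 1 h at 37 °C, then compound for 1 h at 37 °C. Luminescence was read after 15 min at room temperature.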
Starred values were filed as active, the others as inactive; i = inactive; ? = inconclusive; . = not tested or not shown; [ ] = remark or other dose. Unless noted, calls follow the shape of the dose curve; as a rule, active = well fitted curve in the direction sought with a large enough effect; inconclusive = small, poorly fitted or top-dose-only effect, or another doubt; inactive = no such curve, though single readings can be large; an effect the other way counts as inactive or inconclusive. A portion of the library, so the mix of outcomes need not match the whole.

SMILES | Akt phos inh | MmCpn inh | GLP-1R inv ag | aSyn rescue | HEK293 tox | TDP43 rescue | FUS yeast rescue | Abeta rescue | PTHR1 agonist
CCOc1ccc(CCNC(=O)CCSCc2cccc(Cl)c2)cc1OCC | . | . | ? | . | -8% | 22µM* | 42% | 22% | -22%
Cc1ccc(C(=O)Nc2nncs2)cc1S(=O)(=O)N1CCOCC1 | i | 0% | 4% | -7% | -13% | 10% | 0% | 15% | i
CCn1cc(CN2CCCC(C(=O)c3ccc(-c4ccccc4)c(F)c3)C2)cn1 (configuration not stated) | i | 3% | ? | 1% | -20% | 5% | 19% | -3% | i
Nc1nc(SCc2ccc3c(c2)OCCO3)n[nH]1 | i | . | 17% | 1% | -6% | -1% | 12% | 4% | -3%
COc1ccc(C)cc1N(C(=O)Cn1nnc(-c2ccc(C)o2)n1)C(C(=O)NC1CCCC1)c1ccncc1 (configuration not stated) | i | 2% | 1% | -2% | 1% | 8% | 2% | -7% | -4%
O=C(NCCCn1ccnc1)c1ccc(Cl)c(Cl)c1 | i | 1% | -11% | -8% | 6% | 2% | -14% | -5% | -5%
CC(SCCc1ccccn1)C(=O)O (configuration not stated) | i | -4% | 10% | 7% | 3% | 5% | 1% | -5% | -25%[57.5 µM]
CCOc1ccc(N2C(=O)CC(Sc3nccc(C)n3)C2=O)cc1 (configuration not stated) | i | ? | 1% | 3% | 5% | 6% | 9% | 12% | i
COc1ccc(/C=C/c2nc(C#N)c(N3CCN(c4ccccc4)CC3)o2)cc1OC | . | . | -6% | . | 2% | -17% | -5% | -13% | 24%
CCc1nc2ccc(C(=O)N3CCCCC3)cn2c1N(CCC(C)C)CCN(C)C | i | . | -25% | -10% | -4% | 8% | -4% | -2% | -9%
CN1CCN(C(=O)C[C@@H]2CC[C@@H]3[C@H](COC[C@@H](O)CN3Cc3cccc(Cl)c3)O2)CC1 | i | . | 15% | -5% | 0% | 4% | 2% | 1% | i
CCCCOC(=O)C1[C@H]2C(=O)N(c3ccccc3CC)C[C@]23C=C[C@H]1O3 (some centres not stated) | i | 1% | 1% | 2% | -9% | -4% | 23% | 5% | i
Cc1cn2c(=O)cc(COC(=O)c3cccc(NC(=O)c4ccc(C(C)(C)C)cc4)c3)nc2s1 | . | . | -9% | . | 1% | 19% | -11% | -6% | i
COc1ccc(C(C(=O)NC2CCCC2)N(C(=O)c2snc(-c3ccc(F)cc3)c2N)c2ccccc2)cc1 (configuration not stated) | i | 2% | 9% | -1% | 7% | 14% | 7% | 8% | -11%[57.5 µM]
O=S(=O)(Nc1c(O)ccc2ccccc12)c1ccccc1 | i | . | ? | 17% | -25% | 6% | 19% | ? | i
COc1ccc(NC(=O)Nc2ccc3c(c2)C(=O)N([C@H](C)CO)C[C@H](C)[C@@H](CN(C)S(=O)(=O)c2ccc(OC)cc2)O3)cc1 | i | 2% | 1% | -2% | -3% | 1% | ? | 6% | i
CCOC(=O)c1c(C)[nH]c(C(=O)COC(=O)CNC(=O)C2CCCCC2)c1C | i | -2% | 22% | -10% | 16% | -5% | 5% | -6% | -3%
CN(C)CCNC(=O)C(=O)NCC(c1cccnc1)N1CCN(c2ccccc2)CC1 (configuration not stated) | . | . | -3% | . | 1% | 24% | -2% | -39%[inhibitor] | 13%
COCCCNC(=O)C1C2C=CC3(CN(Cc4ccc(C)cc4)C(=O)C13)O2 (configuration not stated) | i | 1% | 34%[activator] | 3% | 2% | -4% | 17% | -7% | i
O=C(O)CCC(=O)Nc1ccccc1C(=O)Nc1ccccc1 | i | -7% | 7% | 0% | 22% | 11% | 34% | 7% | -3%
O=[N+]([O-])c1ccc2nc(-c3ccccc3[N+](=O)[O-])[nH]c2c1 | i | 1% | 3% | -4% | 0% | -19% | 4% | -31% | i
C=CCc1c(C)nc(C)nc1N/N=C/c1ccc([N+](=O)[O-])cc1 | i | 0% | -3% | -8% | ? | 20% | -12% | -8% | -11%
Cc1noc(NS(=O)(=O)c2ccc(NC(=O)Nc3ccc(Cl)c(Cl)c3)cc2)c1C | -107%* | 3% | ? | -5% | -13% | 11% | 2% | 13% | i
Cc1cc(=O)nc2c3ccccc3n(CC(=O)NCCCN3CCCC3=O)n12 | i | 1% | 23% | -7% | 22% | -1% | 5% | 5% | ?
Cc1cc(C(=O)OC(C(=O)Nc2cccc(C(F)(F)F)c2)c2ccccc2)c(C)o1 (configuration not stated) | i | 2% | ? | 19% | ? | 22% | -3% | 19% | i
CCOCc1c(C(=O)N2CCN(CC(=O)Nc3ccc(F)cc3)CC2)oc2ccccc12 | i | -1% | -43% | 1% | -12% | ? | 0% | ? | -4%
CN(C)c1cccc(C(=O)OCc2cc(=O)oc3cc(O)ccc23)c1 | i | -2% | 3% | -4% | 181%[activator] | 21% | 16% | 18% | -4%
CCOC(=O)CC(C#N)c1c[nH]c2ccccc12 (configuration not stated) | i | -1% | -4% | 5% | -4% | 15% | 14% | 17% | i
COc1cc(C)nc(NC(=O)NC(=O)c2ccc(C(F)(F)F)cc2)n1 | i | 1% | 6% | -8% | -9% | -5% | -23% | -7% | -8%
CC(Sc1ncnc2ccccc12)C(=O)Nc1ccc2c(c1)OCCO2 (configuration not stated) | i | 1% | ? | 10% | -1% | 11% | . | -4% | -35%
CCOc1ccc(CN(C)c2ccc(S(=O)(=O)N3CCN(C)CC3)cc2[N+](=O)[O-])cc1OC | i | -2% | -25% | 0% | -17% | 12% | . | -9% | -24%
O=C(Cn1nnc(-c2ccc(Cl)cc2)n1)NCc1ccc(F)cc1 | . | . | 4% | . | 2% | -16% | 2% | -8% | 17%
CC(C)(C)c1ccc(CN(Cc2ccccc2)C(c2ccccn2)c2nnnn2C(C)(C)C)cc1 (configuration not stated) | i | 3% | 3.2µM* | 3% | 15% | -18% | ? | 11% | -15%
O=C1N=C(N2CCN(c3cccc4ccccc34)CC2)S/C1=C/c1cccs1 | i | 1% | -28% | 7% | 15% | 20% | 25% | 10% | i
Cc1nc2c(N)nn(C)c2nc1C | i | . | 1% | -3% | -11% | 7% | -13% | -6% | -12%
CCOC(=O)Nc1ccc(Cc2ccncc2)cc1 | i | 0% | 8% | 1% | -1% | -2% | 15% | -10% | i
COc1ccc(-c2cc(C(=O)Nc3cc(C(F)(F)F)ccc3Cl)no2)cc1 | . | . | 58%[activator] | . | 5% | 8% | -14% | 7% | -32%
Cc1sc2ncnc(SCC(=O)NCC(C)C)c2c1C | i | 0% | 10% | 13% | 24% | 28% | 5% | -6% | -7%
COc1cc2c(cc1O)C(Cc1ccc(O)cc1)NCC2 (configuration not stated) | i | 0% | 14% | -6% | -3% | 16% | 0% | -3% | -46%
C/C=C/c1cccc(-c2nc(C(=O)N3CCOCC3)cc3c2[C@H](CCO)N(C(=O)NC(C)C)C3)c1 | i | . | 12% | -3% | -3% | 4% | 5% | -1% | -21%
Cc1noc(C(=O)NCc2cccnc2)c1Cl | i | 1% | 5% | -3% | 3% | 20% | -12% | -9% | -25%

Part of the list above in order of molar mass, smallest number first.
SMILES | Akt phos inh | MmCpn inh | GLP-1R inv ag | aSyn rescue | HEK293 tox | TDP43 rescue | FUS yeast rescue | Abeta rescue | PTHR1 agonist
CCOC(=O)CC(C#N)c1c[nH]c2ccccc12 (configuration not stated) | i | -1% | -4% | 5% | -4% | 15% | 14% | 17% | i
Cc1noc(C(=O)NCc2cccnc2)c1Cl | i | 1% | 5% | -3% | 3% | 20% | -12% | -9% | -25%
CN(C)c1cccc(C(=O)OCc2cc(=O)oc3cc(O)ccc23)c1 | i | -2% | 3% | -4% | 181%[activator] | 21% | 16% | 18% | -4%
O=C(Cn1nnc(-c2ccc(Cl)cc2)n1)NCc1ccc(F)cc1 | . | . | 4% | . | 2% | -16% | 2% | -8% | 17%
CC(Sc1ncnc2ccccc12)C(=O)Nc1ccc2c(c1)OCCO2 (configuration not stated) | i | 1% | ? | 10% | -1% | 11% | . | -4% | -35%
Cc1noc(NS(=O)(=O)c2ccc(NC(=O)Nc3ccc(Cl)c(Cl)c3)cc2)c1C | -107%* | 3% | ? | -5% | -13% | 11% | 2% | 13% | i
CCOc1ccc(CN(C)c2ccc(S(=O)(=O)N3CCN(C)CC3)cc2[N+](=O)[O-])cc1OC | i | -2% | -25% | 0% | -17% | 12% | . | -9% | -24%

Compound profiles, as listed above. Screens in order: Akt phos inh, MmCpn inh, GLP-1R inv ag, aSyn rescue, HEK293 tox, TDP43 rescue, FUS yeast rescue, Abeta rescue, PTHR1 agonist
`O=[N+]([O-])c1ccc2nc(-c3ccccc3[N+](=O)[O-])[nH]c2c1` across the screens: i, 1%, 3%, -4%, 0%, -19%, 4%, -31%, i
`Cc1sc2ncnc(SCC(=O)NCC(C)C)c2c1C` across the screens: i, 0%, 10%, 13%, 24%, 28%, 5%, -6%, -7%

Assay outcomes from PubChem BioAssay.
